# Rpn11 block – blocks the human proteasome subunit Rpn11; calls only at 20 µM; AID 588493; O00487; human 26S proteasome, Ub4-pepOG fluorescence polarization; 20S core pre-blocked with epoxomicin; 360,000 compounds, 0.59% hits;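 active = inhibition at 20 µM, scaled to each plate's controls, above about 33%, limit read from the data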
# NadD block – NadD (S. aureus) enzyme inhibition; purified NadD enzyme, colorimetric absorbance read-out; inhibition, % at 20 µM; 360,000 compounds, 0.78% hits; AID 602399; in the data active = inhibition above about 26%; note: some compounds past the cut are filed as inactive
# TbMetRS inhib – blocks T. brucei methionyl-tRNA synthetase activity. purified T. brucei MetRS, ATP depletion, Kinase-Glo luminescence. inhibition, % at 11.9 µM. 360,000 compounds, 0.4% hits. AID 624268;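 active = inhibition above a per-plate cutoff of the control wells' mean inhibition plus 3 SD, cut at about 5.5% in these data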;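 note: 0% = DMSO wells median and 100% = median of wells with control inhibitor compound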
#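 Material: parasite MetRS enzyme / Replication: singlicate, one well per compound / Signal: luminescence of leftover ATP / Schedule: 2 h aminoacylation at 25 °C after 15 min preincubation / Medium: HEPES-MgCl2-KCl buffer plus DTT, spermine, BSA, pyrophosphatase / Doses: 11.9 µM single point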
# MsrA inhibitor – bovine MsrA inhibition; purified bovine MsrA, absorbance read-out; inhibition, % at 15.5 µM; 360,000 compounds, 0.75% hits; AID 651718; in the data active = inhibition above about 4.5%;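 note: 0% = vehicle wells with enzyme and 100% = reference inhibitor wells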
# SUMO1-SIM PPI – SUMO1-SIM interaction modulation | P63165 | SUMO1 binding to a labelled peptide, TR-FRET, 1 h | inhibition, % at 20 µM | 360,000 compounds, 0.33% hits | AID 602429; in the data active = inhibition above about 37%
# Target sequence (P63165 whole entry, looked up): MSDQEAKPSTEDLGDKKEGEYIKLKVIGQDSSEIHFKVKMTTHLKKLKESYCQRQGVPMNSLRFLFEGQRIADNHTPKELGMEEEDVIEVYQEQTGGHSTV
# CSN inh – blocks human CSN-mediated cullin deneddylation; Q92905; Purified CSN, SCF-Nedd8-OG deneddylation, fluorescence polarization; inhibition, % at 12.5 µM; 360,000 compounds, 0.38% hits;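 active = pattern-corrected inhibition above about 35%, with an unprinted fluorescence ratio check between 0.5 and 1.5, limit read from the data, passing the limit was not always enough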;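 note: 0% = enzyme with substrate and 100% = substrate without enzyme; some results filed as inactive read as strong as hits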
#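 Test system: purified human Csn5 enzyme expressed in HEK293T cells. Amount: 0.24 nM enzyme. Reagent: SCFSkp2-Nedd8OG substrate at 10 nM final. Schedule: 90 min incubation of compound, enzyme and substrate at room temperature. Detection: fluorescence polarization. Read-out: % inhibition of substrate cleavage by Csn5.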
# Scp-1 inhibitor – Scp-1 (human) phosphatase inhibition. Q9GZU7. Recombinant Scp1, phosphopeptide, malachite green phosphate absorbance. inhibition, % at 20 µM. 340,000 compounds, 0.88% hits. AID 493091;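 active = inhibition above about 50% at 20 µM, limit read from the data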;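 note: plate controls were DMSO wells with enzyme for no effect and wells lacking enzyme for full effect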
# Target sequence (Q9GZU7 76-261 limits assumed): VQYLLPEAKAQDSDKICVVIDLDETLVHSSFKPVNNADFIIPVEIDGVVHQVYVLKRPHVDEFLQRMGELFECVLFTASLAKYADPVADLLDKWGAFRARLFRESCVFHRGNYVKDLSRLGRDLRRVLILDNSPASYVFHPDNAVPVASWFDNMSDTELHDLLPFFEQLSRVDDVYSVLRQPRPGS
#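 Test system: SCP-1 catalytic domain; Buffer or medium: Acidic Tris acetate buffer with magnesium and detergent; Also added: Phosphorylated 17-residue peptide substrate; Compound: single 20 µM dose, 1% DMSO; Schedule: enzyme reaction 45 min at room temperature, colour 5 min, stabilisation 30 min; Signal: Phosphate-binding colour reagent, absorbance read at 630 nm.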
# LMPTP inh – blocks human LMPTP phosphatase. P24666. recombinant LMPTP-A, OMFP fluorogenic substrate, fluorescence intensity. inhibition, % at 20 µM. 360,000 compounds, 0.22% hits. AID 651560;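 active = compounds that cut the enzyme signal by at least half of the control window in the single-dose screen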;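 note: plate controls were DMSO wells with enzyme plus substrate for no effect and substrate without enzyme for full effect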
# Target sequence (P24666 whole entry, looked up): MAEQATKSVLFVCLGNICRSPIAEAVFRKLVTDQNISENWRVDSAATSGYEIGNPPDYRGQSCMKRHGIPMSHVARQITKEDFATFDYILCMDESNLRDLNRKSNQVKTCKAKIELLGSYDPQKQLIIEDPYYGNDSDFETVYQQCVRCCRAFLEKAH
#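 Test system – LMPTP-A enzyme · Amount – LMPTP-A at 0.625 nM final in the reaction · Buffer or medium – Bis-Tris pH 6.0, DTT, detergent · Reagent – OMFP 400 µM · Doses – single 20 µM dose · Schedule – reaction 50 min, room temperature, dark · Detection – fluorescence intensity of OMFP turnover product · Evaluation – percent inhibition versus substrate-only and uninhibited controls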
# DNMT1 block – DNMT1 (human) enzyme inhibition | P26358 | DNMT1 molecular beacon, Hinp1I cleavage, fluorescence | inhibition (reported as % activation of signal), % at 10 µM | 360,000 compounds, 0.83% hits | AID 588458; in the data active = inhibition above about 50%
# STEP block – inhibitors of human striatal-enriched phosphatase STEP. P54829. recombinant STEP, OMFP fluorogenic substrate, fluorescence. inhibition, % at 20 µM. 360,000 compounds, 0.25% hits. AID 588621;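 active = inhibition at 20 µM, scaled per plate between control wells, above about 37%, limit read from the data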;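 note: 0% = DMSO with enzyme and substrate and 100% = substrate only without enzyme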
# Target sequence (P54829 whole entry, looked up): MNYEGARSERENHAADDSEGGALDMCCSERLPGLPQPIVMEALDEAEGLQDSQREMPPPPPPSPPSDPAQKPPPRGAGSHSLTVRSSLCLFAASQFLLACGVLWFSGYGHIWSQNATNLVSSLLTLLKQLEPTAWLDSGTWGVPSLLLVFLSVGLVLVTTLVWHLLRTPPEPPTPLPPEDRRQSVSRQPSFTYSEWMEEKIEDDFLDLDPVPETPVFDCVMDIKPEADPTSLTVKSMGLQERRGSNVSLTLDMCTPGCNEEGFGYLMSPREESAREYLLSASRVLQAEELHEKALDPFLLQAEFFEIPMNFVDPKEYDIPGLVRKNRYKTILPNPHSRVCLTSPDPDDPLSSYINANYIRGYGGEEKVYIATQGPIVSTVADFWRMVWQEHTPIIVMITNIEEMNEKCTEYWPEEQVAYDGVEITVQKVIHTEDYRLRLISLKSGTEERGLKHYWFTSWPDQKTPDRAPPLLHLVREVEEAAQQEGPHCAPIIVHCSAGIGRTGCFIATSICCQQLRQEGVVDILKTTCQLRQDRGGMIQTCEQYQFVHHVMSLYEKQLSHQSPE
#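 Test system: STEP tyrosine phosphatase / Reagent: OMFP at 25 µM / Doses: 20 µM, 1% DMSO / Read-out: percent inhibition scaled to no-enzyme and uninhibited-enzyme controls, plate-pattern corrected / Detection: FITC-channel fluorescence of OMFP product / Medium: Bis-Tris buffer pH 6.0, 2.5 mM DTT, 0.005% Tween 20 / Schedule: 20 min at room temperature, dark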
# * marks the source's active call; other numbers are inactive results; i = inactive; x = not tested or not shown; + = active, no number. Hits appear at their usual frequency; about 3.9% have a hit in one of these screens.
SMILES,Rpn11 block,NadD block,TbMetRS inhib,MsrA inhibitor,SUMO1-SIM PPI,CSN inh,Scp-1 inhibitor,LMPTP inh,DNMT1 block,STEP block
CCC(NS(=O)(=O)c1ccc(C)cc1)C(=O)Nc1ccc(NC(C)=O)cc1 (centres undefined),i,-3.2,-0.8,1.0,-2.6,0.1,7.2,-0.2,3.2,2.1
CCOC(=O)c1c(N)sc2c1CCC(CC)C2 (centres undefined),i,-4.0,-1.2,0.4,-5.0,0.5,-3.4,2.2,0.5,0.7
CC(=O)Nc1ccc(S(=O)(=O)N2CC3(C)CC2CC(C)(C)C3)cc1 (centres undefined),i,0.2,0.3,0.6,5.1,-0.3,-5.3,0.4,1.5,1.7
CC(C)N1CCC(N2CCN(Cc3nc4ccccc4s3)CC2CCO)CC1 (centres undefined),i,-13.1,-0.7,-0.8,-5.5,2.5,-16.3,-5.9,0.7,-1.0
COc1ccc(CNC(=O)CN2C(=O)NC3(CCCc4sccc43)C2=O)cc1OC (centres undefined),i,1.8,-0.3,-0.2,-0.8,-0.6,-8.1,-1.6,2.8,-1.2
CCC(C)[C@H](NC(=O)N1CC(=O)Nc2ccccc21)C(=O)N1CCC[C@@H]1C(=O)O (some centres undefined),i,1.8,0.2,1.1,2.2,-4.0,6.8,-1.1,-5.0,-4.0
CC(=O)OCCOc1nc(NC(C)C)nc(NC(C)C)n1,i,-5.5,-0.6,-0.6,4.1,5.4,-7.8,-2.0,4.8,2.1
O=C(O)c1ccc2c(c1)C(=O)N(Cc1ccc3c(c1)OCO3)C2=O,i,-2.5,1.0,2.3,-18.6,2.8,-1.8,-0.6,4.1,3.5
OCCOCCOc1ccccc1OCCOCCO,i,0.0,-0.3,-1.0,0.5,-3.0,-1.2,-0.6,-2.2,-5.5
COc1ccc(N2CCN(C(=O)CSc3ccc(C)cc3)CC2)cc1,i,-1.0,-1.8,1.4,2.2,-5.0,6.7,1.3,5.5,2.5
O=C(NNC(=O)c1cc(OCC(F)(F)F)ccc1OCC(F)(F)F)c1cccc(C(F)(F)F)c1,i,-7.6,-0.3,0.5,-2.5,2.1,-11.2,0.5,-4.1,-0.2
O=C(CC1NCCN(Cc2ccccc2)C1=O)Nc1ccccc1 (centres undefined),i,4.2,-0.1,-0.6,1.0,0.2,-4.3,-0.8,1.5,-0.8
C/C(CC1(O)C(=O)N(C)c2ccccc21)=N\O (centres undefined),i,-0.1,-1.0,-1.4,0.3,-0.6,-6.8,-2.0,0.5,-5.1
COC(=O)[C@]12CCCCC=C1N(CCC1=CCCCC1)C(=O)[C@H](CC(=O)N1CCCC1)C2,x,11.4,-0.7,-0.1,0.3,1.8,x,-0.3,x,x
O=C(Nc1cccc(S(=O)(=O)NC2=NCCC2)c1)c1cnc(Cl)c(Cl)c1,i,2.8,-0.3,-0.8,6.8,-3.1,0.5,-1.2,-4.1,-0.6
CCOc1cc(/C=N/NC(=O)CSc2nncn2C)ccc1OCc1cccc(C)c1,i,-1.3,-0.8,0.0,-6.5,0.3,-2.1,-0.1,3.9,-3.9
O=c1[nH]c(=S)[nH]cc1Oc1ccc(Cl)cc1,i,5.9,0.5,0.4,1.8,-3.3,-4.7,-1.9,0.0,1.0
COc1ccc(CCNC(=O)COC(=O)c2cc3ccccc3oc2=O)cc1OC,i,-4.3,-0.2,2.3,-16.3,4.3,-4.3,-1.1,5.0,-1.2
CCOc1ccc(-c2csc(NC(=O)CSC3=NC(=O)CN3C(C)=O)n2)c2ccccc12,i,2.7,-1.7,-1.2,-2.5,3.1,1.7,-1.0,6.7,0.9
CCn1c(SCc2cccc(C(=O)O)c2)nnc1-c1ccc(Cl)cc1,i,-0.3,-0.7,-0.1,6.4,2.4,-5.1,-1.8,0.7,-1.3
COc1cc(/C=C2\SC(=O)N(CC(=O)Nc3cccc(C)c3)C2=O)cc([N+](=O)[O-])c1O,i,40.8*,-0.3,1.7,-7.5,-3.8,41.0,7.0,3.2,6.8
Cc1cc(C)c2c(CN3CCN(Cc4ccccc4)CC3)cc(=O)oc2c1C,i,-3.0,-0.6,1.9,4.1,0.7,-14.2,-3.0,0.6,-1.8
N#CC1=C(SCC(=O)NC2CC2)NC(=O)C(C#N)C12CCCCC2 (centres undefined),i,-2.7,0.3,1.0,1.2,-2.5,-1.5,-1.0,-1.7,-0.9
O=C(Nc1ccc(OC(F)(F)F)cc1)N1CCN(c2ccnc3cc(Cl)ccc23)CC1,i,3.3,-0.8,0.2,-2.2,-1.4,16.7,4.5,-1.0,2.0
Nc1ccc(C(=O)N/N=C/c2sc(N3CCOCC3)nc2-c2ccccc2)cc1,i,8.2,0.1,7.4*,-6.9,2.0,-10.5,1.1,-4.6,4.6
COc1ccc(OC)c(N/C=C/C(=C(C#N)C#N)N(C)C)c1,i,-1.5,-0.5,2.5,-1.2,4.2,-8.4,0.0,-4.7,1.5
CCCc1sc(N)nc1-c1ccc(C)cc1,i,-1.8,-0.5,1.1,-2.5,0.1,3.3,2.3,-3.5,-4.7
O=C(Nc1ccc(Br)cc1F)C1CCN(c2nnc(-n3cccc3)s2)CC1,i,4.6,0.1,0.2,6.7,3.0,-8.0,0.2,-3.0,-0.4
CCOC(=O)C1CCCN(Cc2cccc(Oc3ccccc3)c2)C1 (centres undefined),i,-2.0,-0.3,-0.1,3.5,3.7,-11.7,-3.0,2.3,-0.9
N#Cc1ccccc1Cn1cc(/C=N/Nc2ccc([N+](=O)[O-])cn2)c2ccccc21,+,31.7*,1.0,0.8,-16.3,11.1,2.7,4.2,0.2,-2.7

# Structural class, the entries above containing fluorine (3)
SMILES,Rpn11 block,NadD block,TbMetRS inhib,MsrA inhibitor,SUMO1-SIM PPI,CSN inh,Scp-1 inhibitor,LMPTP inh,DNMT1 block,STEP block
O=C(NNC(=O)c1cc(OCC(F)(F)F)ccc1OCC(F)(F)F)c1cccc(C(F)(F)F)c1,i,-7.6,-0.3,0.5,-2.5,2.1,-11.2,0.5,-4.1,-0.2
O=C(Nc1ccc(OC(F)(F)F)cc1)N1CCN(c2ccnc3cc(Cl)ccc23)CC1,i,3.3,-0.8,0.2,-2.2,-1.4,16.7,4.5,-1.0,2.0
O=C(Nc1ccc(Br)cc1F)C1CCN(c2nnc(-n3cccc3)s2)CC1,i,4.6,0.1,0.2,6.7,3.0,-8.0,0.2,-3.0,-0.4

# Continued:
SMILES,Rpn11 block,NadD block,TbMetRS inhib,MsrA inhibitor,SUMO1-SIM PPI,CSN inh,Scp-1 inhibitor,LMPTP inh,DNMT1 block,STEP block
CCOC(=O)c1ccc(-c2ccc(C3Nc4ccccc4C(=O)N3O)o2)cc1 (centres undefined),i,7.4,-0.1,0.4,-8.5,-8.1,-8.0,-2.6,-16.2,1.4
COC(=O)c1ccccc1NC(=O)CN(C)Cc1ccccc1,i,-4.8,-0.3,0.2,3.5,9.4,-1.7,-0.9,-4.7,-2.0
O=C(NNC(=O)c1ccccc1-n1cccc1)c1ccc(Cl)cc1,i,-7.2,-1.0,0.5,2.9,-1.5,-8.5,-1.0,1.9,-2.7
COc1ccc(S(=O)(=O)N(CC(=O)NC2CC2)c2ccc(C)cc2)cc1,i,2.5,0.3,-0.2,0.4,-8.8,-1.1,-0.9,7.7,-3.6
COc1ccc(NS(=O)(=O)c2cccc3cccnc23)cc1OC,i,-4.2,0.3,0.3,5.3,0.5,-3.0,-0.5,-1.7,7.0
CCCCNC(=O)OCCNC(=O)NC,i,3.2,0.2,-0.5,-6.0,-4.6,-4.3,-0.7,-0.1,-5.8
Cc1ccc(C)c(NC(=O)C2CCN(S(=O)(=O)c3ccc4c(c3)NC(=O)CO4)CC2)c1,i,-6.0,-0.1,0.3,-1.6,4.6,-6.2,-0.3,-2.9,0.5
CC1(C)CC(=O)C2=C(C1)N(c1ccc(F)cc1)C(=O)C2(O)C(F)(F)F (centres undefined),i,-5.8,-0.5,0.4,2.9,4.0,-1.1,-1.1,-0.4,-0.1
CCOC(=O)c1cnn(CCOC(=O)c2cccc(F)c2)c1NC(=O)c1cccc(F)c1,i,-4.0,-1.0,1.9,-1.9,-0.1,2.9,-0.2,-0.3,-0.6
CCOC(=O)c1c(C)[nH]c(C)c1C(=O)COC(=O)c1ccccc1O,i,-10.2,-0.1,0.8,0.2,-3.9,-6.5,0.0,-4.2,0.5
Nc1c2c(nc3ccn(Cc4ccccc4)c(=O)c13)CCC2,i,-7.9,-0.3,-0.4,2.2,0.3,-3.0,6.6,-3.4,0.6
Cc1cccc2c1NC(=O)C2(O)N1CCCC(C)C1 (centres undefined),i,3.7,1.1,0.3,4.5,3.2,0.4,-1.0,-3.1,0.2
CN(CC(=O)Nc1ccc(Cl)cc1F)C1CCS(=O)(=O)C1 (centres undefined),i,-4.1,0.1,0.2,2.6,-1.8,-8.1,-0.4,-3.5,1.3
c1csc(-c2ccc3nncn3c2)c1,i,-1.9,0.2,-0.9,-0.1,10.1,x,0.3,0.6,-2.6
O=C(COC(=O)CCCc1c[nH]c2ccccc12)Nc1ccc2c(c1)OCO2,i,1.0,0.3,0.4,-1.9,-0.4,-13.2,2.2,-7.7,1.5
CCOc1cc(NC(=O)c2ccco2)c(OCC)cc1NC(=O)Cc1cccc(OC)c1,i,3.7,-1.1,0.1,2.5,-1.0,-4.2,2.2,-26.9,4.3
CCOC(=O)Nc1nc(-c2ccc(Cl)cc2Cl)cs1,i,-1.3,0.6,0.9,-3.0,2.9,-12.3,2.1,-60.0,1.8
COc1ccc2c(c1)CCc1c(C(=O)NCCCn3ccnc3)noc1-2,i,-6.2,-0.2,2.3,-9.7,-11.9,-6.5,3.1,-3.2,0.9
O=C(Nc1ncccn1)c1cc(-c2cccc(Br)c2)nc2ccccc12,i,6.1,0.6,0.4,-3.8,-13.9,2.4,2.3,-10.8,-1.4
COc1cc(CN2CCN(S(=O)(=O)c3ccc(F)cc3)CC2)cc(OC)c1OC,i,0.7,-0.4,2.8,-0.8,5.3,-9.8,-1.3,-0.2,-5.5
O=C(O)/C=C\C(=O)O,i,1.2,-0.8,0.8,-2.9,-1.0,-6.3,-0.4,-0.6,-1.5
CCOC(=O)c1c(NC(=O)c2cccc(N3C(=O)CCC3=O)c2)sc2c1CCN(CC)C2,i,0.1,-0.5,1.1,-6.5,4.9,-5.0,0.6,2.4,1.9

# Bioassay records deposited in PubChem by several laboratories.
